# Screening data from PubChem BioAssay.
# hcDAF12 agonist = activates DAF-12 receptor from parasite H. contortus; HEK293 hcDAF-12 lit1-tk-luc reporter, luminescence; 0% DMSO, 100% Δ7-dafachronic acid; activation, % at 6.8 µM; 370,000 compounds, 1.4% hits;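 active = activation above the mean of all tested compounds plus 3 SD, cut at about 5.5% in these data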;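 also: 100% = response to 3 µM Δ7-dafachronic acid high control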
# ssDAF12 agonist = S. stercoralis DAF-12 activation, primary screen | HEK293 ssDAF-12/GRIP1 lit1-tk-luc reporter, luminescence; % of 3 µM dafachronic acid response | activation, % at 6.8 µM | 370,000 compounds, 1% hits | AID 652126;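 active = activation above the mean over all tested compounds plus 3 SD, cut at about 0.9% in these data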;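 also: 0% = DMSO-only wells and 100% = 3 µM delta7-dafachronic acid wells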
# GC-A act = GC-A (human) enzyme activation. activation, % at 10 µM. AID 1671463. HEK293 GC-A cells, cGMP TR-FRET, EC30 ANP; 0% at EC30 ANP, 100% saturating ANP. 370,000 compounds, 0.14% hits; in the data active = activation above about 40%
# Target sequence (P16066 whole entry, looked up): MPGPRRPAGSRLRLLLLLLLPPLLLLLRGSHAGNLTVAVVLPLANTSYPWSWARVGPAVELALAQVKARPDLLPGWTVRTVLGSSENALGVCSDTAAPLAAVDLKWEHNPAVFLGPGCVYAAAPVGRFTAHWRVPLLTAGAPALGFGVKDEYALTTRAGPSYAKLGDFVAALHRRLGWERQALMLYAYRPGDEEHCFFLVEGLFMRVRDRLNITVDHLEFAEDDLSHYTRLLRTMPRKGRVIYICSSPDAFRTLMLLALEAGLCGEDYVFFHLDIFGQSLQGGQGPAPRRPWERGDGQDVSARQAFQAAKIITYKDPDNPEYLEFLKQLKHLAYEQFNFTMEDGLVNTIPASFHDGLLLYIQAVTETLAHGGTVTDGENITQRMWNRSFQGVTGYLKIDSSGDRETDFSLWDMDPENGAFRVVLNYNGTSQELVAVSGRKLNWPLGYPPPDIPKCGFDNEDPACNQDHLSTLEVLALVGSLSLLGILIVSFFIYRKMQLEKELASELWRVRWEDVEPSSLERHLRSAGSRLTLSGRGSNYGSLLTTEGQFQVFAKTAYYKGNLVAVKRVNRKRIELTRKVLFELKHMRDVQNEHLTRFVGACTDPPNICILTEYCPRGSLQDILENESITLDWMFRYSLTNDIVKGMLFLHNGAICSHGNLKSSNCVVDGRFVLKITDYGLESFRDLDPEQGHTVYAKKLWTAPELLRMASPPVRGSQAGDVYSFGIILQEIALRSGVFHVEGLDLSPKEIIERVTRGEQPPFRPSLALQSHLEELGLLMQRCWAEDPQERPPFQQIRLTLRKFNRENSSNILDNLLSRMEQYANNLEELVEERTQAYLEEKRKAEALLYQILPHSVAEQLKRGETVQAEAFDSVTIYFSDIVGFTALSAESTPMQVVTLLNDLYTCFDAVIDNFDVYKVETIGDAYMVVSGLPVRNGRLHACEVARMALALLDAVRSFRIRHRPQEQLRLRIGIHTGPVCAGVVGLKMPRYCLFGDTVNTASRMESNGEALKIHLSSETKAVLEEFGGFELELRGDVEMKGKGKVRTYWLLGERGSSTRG
# hgDAF-12 ag = activates the H. glycines DAF-12 receptor ligand-binding domain | HEK293 GAL4-hgDAF12 UAS-luciferase reporter, agonist luminescence; normalized to butyrate control | activation, % at 6.8 µM | 370,000 compounds, 1.8% hits | AID 687014;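 active = activation above a cutoff set at the mean of all screened compounds plus 3 SD, cut at about 10% in these data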;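 also: 0% = DMSO wells and 100% = sodium butyrate wells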
# ADAM10 inh = inhibits human ADAM10; recombinant ADAM10, EDANS/DABCYL FRET peptide cleavage, 3 h; 370,000 compounds, 0.62% hits; inhibition, % at 7 µM; O14672;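 active = inhibition above a per-campaign cutoff equal to the mean of compounds falling between control-based bounds plus 3 SD, cut at about 20% in these data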;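 also: 0% = DMSO wells while the 100% control is not disclosed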
# DAX1 inh-1 = DAX1 (NR0B1) inhibition, primary screen. HEK293T StAR-luciferase reporter, SF-1/DAX-1 repression relief. inhibition, % at 6.8 µM. 370,000 compounds, 1.1% hits. AID 652010;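 active = inhibition above the mean over all tested compounds plus 3 SD, cut at about 3.6% in these data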;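 also: 0% = DAX-1 cells with DMSO and 100% = cells lacking DAX-1 with DMSO; higher inhibition means more luminescence from relief of DAX-1 repression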
# GAA850 FXN act = activators of GAA850 frataxin (FXN) promoter. 360,000 compounds, 0.56% hits. activation, % at 6 µM. HEK293 lucGAA850 FXN promoter luciferase reporter, 24 h; percent of 10 µM SAHA response;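 active = activation above the average of all compounds screened plus 3 SD, cutoff fixed separately per campaign, cut at about 7.5% in these data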;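 also: 0% = DMSO wells and 100% = 10 µM SAHA wells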
# SMARCA2 activ = activators of SMARCA2 function | MG213 cells, MMTV-luciferase reporter, dexamethasone, overnight | activation, % at 9.1 µM | 370,000 compounds, 1% hits | AID 652017; in the data active = activation above about 7.8%;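 also: 0% = vehicle wells and 100% = reference activator wells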
# sPLA2-III inh = Inhibits HGIII-sPLA2 liposome hydrolysis, primary screen. QFRET BODIPY PC-A2 liposome hydrolysis, fluorescence. 370,000 compounds, 0.56% hits. AID 743126. Q9NZ20. inhibition, % at 12.2 µM;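 active = inhibition above mean plus 3 SD of compounds lying within the high and low control bounds, cut at about 19% in these data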;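 also: 0% = median of test compound wells and 100% = no enzyme DMSO wells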
# NPR2 activator = GC-B (human) receptor activation. activation, % at 10 µM. 370,000 compounds, 0.11% hits. HEK293-GC-B cells, CNP EC30, cGMP TR-FRET; 0% at EC30 CNP, 100% saturating CNP. P20594;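 active = activation at 10 µM reaching about 35% in either raw or pattern-adjusted values, limit read from the data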
# DAX1 inh-2 = inhibitors of human orphan nuclear receptor DAX1 (NR0B1); HEK293 Gal4-DAX1 luciferase reporter, luminescence; inhibition, % at 6.75 µM; 340,000 compounds, 0.99% hits; AID 504766;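 active = inhibition above the mean over all tested compounds plus 3 SD, cut at about 4.2% in these data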;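 also: 0% = DAX1-transfected cells with DMSO and 100% = empty-vector control cells with DMSO; inhibition shows as a rise in luminescence from relieved DAX1 repression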
# * = called active by the depositor; i = inactive; . = no result given.
SMILES,hcDAF12 agonist,ssDAF12 agonist,GC-A act,hgDAF-12 ag,ADAM10 inh,DAX1 inh-1,GAA850 FXN act,SMARCA2 activ,sPLA2-III inh,NPR2 activator,DAX1 inh-2
O=C(O)c1ccc(N=Cc2c(O)ccc3ccccc23)cc1,0.3,-0.4,2,-2.4,1,-0.1,1.6,-1,-1,-6,-2.0
CC(NC(=O)c1ccc(S(=O)(=O)Nc2ccccc2)cc1)c1ccc(S(N)(=O)=O)cc1 (centres undefined),-0.3,-0.9,2,-1.2,5,-0.2,0.8,-1,-27,0,-0.3
O=C(COC(=O)c1cc(S(=O)(=O)N2CCOCC2)ccc1Cl)NC1CCCCC1,-0.6,-1.4,-3,0.0,-6,-1.0,-0.5,-4,7,-3,1.1
COc1ccc(CN2C(=O)c3cccnc3C2=O)cc1S(=O)(=O)NCc1ccco1,-1.1,-1.0,1,-0.8,2,-0.2,0.2,2,0,-5,-0.1
COc1ccc2c(CN3CCCCCCC3)cc(=O)oc2c1,-0.2,-0.8,-3,-1.1,i,0.1,.,-3,4,-3,.
Cc1ccc(NC(=O)CN2CCc3ccccc3C2)cc1C,-0.5,1.3*,-2,1.0,4,0.0,2.7,-2,3,3,0.7
COC(=O)CCCC1=CC2=C(c3ccccc3)C(=O)C(C)(OC(=O)C3CCCC3)C(=O)C2=CN1C1CC1 (centres undefined),-1.9,-1.1,2,-1.8,-12,0.0,1.6,-1,8,-4,0.7
O=C(N/N=C/c1cc([N+](=O)[O-])ccc1O)NC12CC3CC(CC(C3)C1)C2,-4.5,-2.7,-1,-7.5,3,-1.9,-6.8,-5,-1,12,-0.7
CC(=O)c1ccc(OC(=O)C2CSC3(C)CCC(=O)N23)cc1 (centres undefined),0.1,-0.5,5,-0.3,-11,-0.1,-1.1,0,1,3,0.7
O=[N+]([O-])c1cccc(S(=O)(=O)NCC2CC3CCC2C3)c1 (centres undefined),0.3,-0.3,0,-1.8,2,-0.6,-0.6,0,-1,2,-0.8
Fc1ccc(CN2CCCCCCC2)cc1F,-0.7,-1.2,5,-1.2,-11,0.0,-0.4,-2,-2,2,1.7
COc1cccc(CN(C)C(=O)C2CCC(=O)N(Cc3cccc(F)c3)C2)c1 (centres undefined),0.2,-0.8,1,1.0,-9,-1.0,1.6,-3,8,-4,-0.1
CCOc1cc(CNCc2ccc3c(c2)OCO3)ccc1OC,-0.6,-1.8,-16,-1.8,-1,-0.7,1.4,2,-2,3,-1.8
N#Cc1c(N)nc2c(c1-c1ccc(Br)s1)CCCC2,-0.1,-1.9,-6,-1.9,-4,-0.3,4.5,1,-5,-8,-1.0
COCC(C)NC(=O)C1CCN(S(=O)(=O)c2ccc3ccccc3c2)CC1 (centres undefined),0.8,-0.4,-2,-1.1,1,-1.2,0.8,-2,-13,-3,-1.1
O=C(O)c1ccc(/C=N/n2c(C3CCCCC3)n[nH]c2=S)cc1,2.1,-1.0,-1,1.5,1,-0.6,0.6,2,5,0,0.1
COc1ccc(CNC(=O)C2CCN(S(=O)(=O)c3ccc(Br)s3)CC2)cc1,-2.7,-1.5,2,-1.7,4,-0.7,0.0,-2,-14,5,-1.5
CCN(C(=O)CSc1nnc(-c2ccccc2)n1C)C1CCS(=O)(=O)C1 (centres undefined),-0.7,-1.5,-1,3.6,2,-0.3,-0.2,1,-1,5,0.6
O=C1Nc2cccc3c2N(CCC3)C2=C1CCC2,-1.1,-1.4,-2,-1.1,-34,0.2,0.3,2,-7,1,-0.1
Cc1cc(Cl)ccc1C(=O)C1CCCN(C(=O)c2ccc3ncccc3c2)C1 (centres undefined),-1.7,-1.8,-6,-0.3,-6,0.5,2.3,-3,-4,6,0.3
CC(C)(C)[C@@H]1COC(=O)[C@H](Cc2ccc(F)cc2)CC/C=C\C[C@@H](CC(=O)NCCO)C(=O)N1,-1.2,-0.8,0,0.4,-7,-1.3,0.3,-2,-2,0,0.5
CCCC(=O)N1CCC1(C)C(=O)Nc1cccc(OC(C)C)c1 (centres undefined),-1.3,-0.9,3,-3.0,4,0.7,0.1,0,-5,-3,.
CC(=O)Nc1ccc(S(=O)(=O)NCCCN2CCOCC2)cc1,-1.6,-0.8,5,-3.9,-1,-0.4,1.4,-6,14,10,2.6
CCCN1CCC(NC(=O)C2CCCCC2C(=O)O)CC1 (centres undefined),0.2,-0.9,4,-0.5,0,0.4,-0.7,4,-1,4,0.7
COc1cc(OC)c2c(=O)cc(-c3ccccc3)oc2c1,2.8,-0.5,5,16*,-270,4.7*,6.3,0,-5,-4,3.6
COC(=O)c1ccccc1NC(=O)N1CCN(S(C)(=O)=O)CC1,-0.8,-0.9,-4,-1.4,-27,0.0,-0.2,0,1,2,0.5
COc1ccc(NC(=O)CN2CCCN(S(=O)(=O)c3ccc(F)cc3)CC2)c(OC)c1,-1.1,-0.3,0,-1.5,-6,-0.9,0.6,-3,-3,0,1.9
CC(=O)c1cccc(NC(=O)c2cnn3ccccc23)c1,5.8*,-0.6,3,14*,-8,5.6*,6.3,1,7,-8,1.2
Cc1nc(CN2CCN(C(=O)NC3(c4ccccc4)CC3)CC2)cs1,0.1,-0.7,1,0.3,0,-0.1,0.2,0,-1,8,0.1
COc1ccccc1CNc1nc(NCCOc2ccccc2Cl)c2sccc2n1,-3.0,-2.1,-7,-5.3,-13,-4.1,-0.6,-10,-7,-7,.
N#Cc1nc(COc2ccccc2F)oc1NCCc1ccccc1,2.2,-1.0,-4,3.4,22*,-0.2,2.8,-1,-24,-1,0.1
CCOC(=O)[C@@]12CCCC3=C1N(CCC3)C(=O)[C@H]2CC(=O)NCCCOC,-1.8,-0.4,5,0.0,-7,-0.5,.,-3,7,1,.
COc1ccccc1N1C(=O)CC(N2CCN(c3ccc([N+](=O)[O-])cc3)CC2)C1=O (centres undefined),-1.7,-0.3,0,-1.6,-2,-0.3,1.4,-1,-8,2,0.1
O=C(CNC(=O)c1ccco1)Nc1ccc(F)cc1,-1.1,-1.1,3,4.7,-4,1.2,0.9,2,6,1,0.2
COCCNC(=O)C(c1ccc(OC)cc1)N(C(=O)Cn1nnc2ccccc21)c1cccnc1 (centres undefined),0.8,-1.6,0,-0.2,1,0.1,2.2,-3,9,1,1.8
Cc1ccc(/C=N/N2CCN(c3ccccn3)CC2)o1,-0.7,-0.1,1,2.6,3,1.2,4.5,0,-9,-1,4.7*
Cc1ccc(C)c(OCCC(=O)NNC(=O)Cn2nc(C)cc2C)c1,-1.1,-0.8,4,-1.9,-8,-0.1,-0.6,2,3,3,1.2
COc1ccc(NS(=O)(=O)c2cc(NC(=O)Cc3cccs3)ccc2C)cc1,-0.9,-0.6,3,1.4,-2,-0.3,-0.5,-4,4,1,0.1
COc1ccc(Cl)cc1NC(=O)CN(C1CCCCC1)S(C)(=O)=O,-1.7,-1.3,-11,-3.3,-1,-0.3,4.8,-2,-13,-7,-0.5
O=C(COC(=O)c1cccs1)NCc1ccccc1,-1.7,-1.2,-7,-0.4,6,0.4,-1.5,0,8,-4,1.0
Cc1ccc(NC(=O)CN(C)S(=O)(=O)c2cccs2)cc1C,-1.9,-0.9,0,1.5,-9,-0.6,-0.6,3,0,-3,1.1
CSCC[C@H](NC(=O)OC(C)(C)C)C(=O)N/N=C/c1c(C)[nH]c(=O)[nH]c1=O,-1.9,-1.1,7,1.6,-7,-0.2,-1.0,0,8,3,-0.1
Cc1ccccc1Nc1nc(N)nc(COC(=O)CCC(=O)c2ccc(F)cc2)n1,-1.0,-1.1,-2,2.1,-10,1.7,-0.1,0,6,-4,0.0
CC(C)(C)c1cc(NC(=O)c2cccs2)no1,4.1,0.7,4,11*,3,11*,2.2,4,1,3,-0.3
O=C1CC(C(=O)O)S/C(=N\N=C\c2ccc(Br)cc2)N1 (centres undefined),4.1,0.1,1,2.2,8,0.8,1.1,-4,-4,-6,-1.3
C=C(C)CSc1nc2sc3c(c2c(=O)n1-c1ccc(OC)cc1)CCN(C)C3,-0.7,-1.1,23,0.8,-14,-0.7,.,0,-3,-1,.
COc1cc(NS(=O)(=O)c2ccc(NC(=S)NC(=O)/C=C/c3ccc(OC)c(OC)c3)cc2)ncn1,0.2,-0.8,-8,0.4,-10,-0.1,1.2,-2,-5,-3,-1.0
COc1ccccc1/C=C1\SC(=O)N(CCC(=O)N2CCCCC2CCO)C1=O (centres undefined),-1.0,-1.5,-5,1.9,-10,-2.6,0.6,-1,2,3,1.6
Cc1cc(C(C)(C)C)oc1C(=O)O,-0.2,-1.5,0,-0.2,7,0.0,-0.9,-2,3,-7,-1.4
O=P(Cc1ccccc1O)(c1ccccc1)c1ccccc1,2.9,-1.2,-7,-1.2,-12,0.9,-1.2,-3,9,-4,3.6

# One compound at a time (already shown). Values in the order: hcDAF12 agonist, ssDAF12 agonist, GC-A act, hgDAF-12 ag, ADAM10 inh, DAX1 inh-1, GAA850 FXN act, SMARCA2 activ, sPLA2-III inh, NPR2 activator, DAX1 inh-2
# Listed for `CSCC[C@H](NC(=O)OC(C)(C)C)C(=O)N/N=C/c1c(C)[nH]c(=O)[nH]c1=O` = -1.9, -1.1, 7, 1.6, -7, -0.2, -1.0, 0, 8, 3, -0.1
# Listed for `O=P(Cc1ccccc1O)(c1ccccc1)c1ccccc1` = 2.9, -1.2, -7, -1.2, -12, 0.9, -1.2, -3, 9, -4, 3.6
# Listed for `Cc1ccccc1Nc1nc(N)nc(COC(=O)CCC(=O)c2ccc(F)cc2)n1` = -1.0, -1.1, -2, 2.1, -10, 1.7, -0.1, 0, 6, -4, 0.0
# Listed for `C=C(C)CSc1nc2sc3c(c2c(=O)n1-c1ccc(OC)cc1)CCN(C)C3` = -0.7, -1.1, 23, 0.8, -14, -0.7, ., 0, -3, -1, .

# Going on with the list:
SMILES,hcDAF12 agonist,ssDAF12 agonist,GC-A act,hgDAF-12 ag,ADAM10 inh,DAX1 inh-1,GAA850 FXN act,SMARCA2 activ,sPLA2-III inh,NPR2 activator,DAX1 inh-2
Cc1ccc2c(c1)C(=O)CC1(CCC(C(C)(C)C)CC1)O2 (centres undefined),-0.2,-0.5,1,0.7,-11,0.4,0.3,0,2,-2,0.1
CCCc1cc(C(=O)N/N=C/c2cccn2C)cs1,2.6,-0.7,2,0.4,-4,1.3,4.2,3,0,-3,0.9
Cc1ccc(C(=O)CN(CCC(=O)O)C(=O)c2ccncc2)cc1,0.2,-1.3,0,3.2,8,0.8,2.3,4,-1,2,2.5
Cc1cccc(OCC(O)CN2CCc3ccccc3C2)c1 (centres undefined),-2.7,-0.1,3,1.0,-6,0.4,-2.0,0,0,0,0.2
CC(=O)Nc1ccc(NC(=O)C2Cc3c(-c4ccco4)ccnc3O2)cc1 (centres undefined),-1.0,-1.6,6,-0.8,-9,0.5,2.5,-1,-2,7,.
CN(C)c1ccc(C(=S)N2CCNCC2)cc1,-1.4,-1.4,-1,5.6,3,-0.7,0.7,-1,6,3,0.7
COc1ccccc1CNC(=O)c1cc(-c2ccncc2)nc2c(Cl)cccc12,6.0*,0.6,0,-0.3,1,1.7,-0.4,-2,-4,2,0.1
Cn1c(SCC(=O)NC2CCCc3ccccc32)nnc1C1CC1 (centres undefined),-1.2,-0.7,-1,-1.9,-5,0.0,1.0,-3,7,0,1.7
